# 14-3-3 PPI = modulators of 14-3-3 gamma protein binding, primary screen, biochemical, fluorescence polarization. 14-3-3 protein gamma (Homo sapiens), P61981. FP, 14-3-3gamma / TMR-pS259-Raf peptide binding. inhibition, % at 40 µM. hit rate 0.19% among 160,000. AID 422, 2006; in the data active = inhibition above about 30%;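 note: 0% = protein plus tracer without compound and 100% = blank with tracer alone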
# Target sequence (P61981 whole entry, looked up): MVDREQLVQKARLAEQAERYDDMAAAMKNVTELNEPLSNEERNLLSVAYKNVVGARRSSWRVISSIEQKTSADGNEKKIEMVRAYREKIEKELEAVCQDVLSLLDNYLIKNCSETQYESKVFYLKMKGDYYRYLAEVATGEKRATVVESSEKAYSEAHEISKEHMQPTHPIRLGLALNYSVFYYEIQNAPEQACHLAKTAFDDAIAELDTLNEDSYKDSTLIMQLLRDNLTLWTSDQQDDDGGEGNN
# Numbers without * were called inactive; & = joins results of further samples.
structure | 14-3-3 PPI
O=C(c1ccccc1)c1cn(CC(=O)N2CCCC2)c2ccccc12 | -9.1
O=C(COc1ccccc1)N1CCN(C2CCCC2)CC1 | -8.4
CCCCCCN=C(C)c1c(O)n(CCCC)c(=O)[nH]c1=O | -8.1
CCC(=NCCCN(CC)CC)c1c(O)n(C2CCCCC2)c(=O)[nH]c1=O | -27.1
O=C(Nc1cccc(Cl)c1)c1c(O)c2c(n(Cc3ccco3)c1=O)CCCC2 | 2.1&-1.7
CC12CC(c3ccccc3O1)C(C(=O)OCc1ccccc1)C(=O)N2 (stereo not drawn) | -4.9
O=C(COc1ccc(Cl)cc1)N1CCN(C2CCCCCC2)CC1 | -2.6
O=c1c2ccccc2nc(-c2ccccc2)n1-c1ccc(Cl)cc1 | -3.3
CCCCP(=O)(O)CCC(=O)O | 2.1
CC(=O)Nc1ccc(C(c2c(O)c3ccccc3oc2=O)c2c(C)n(C)n(-c3ccccc3)c2=O)cc1 (stereo not drawn) | -1.4
O=c1cccc2n1CC1CC2CN(Cc2c(F)cccc2Cl)C1 (stereo not drawn) | 4.2
Cc1ccc(CN2CCN(CC(=O)N3CCC4(CC3)OCCO4)C2=O)cc1 | -4.8

# Additional compounds follow:
structure | 14-3-3 PPI
Nc1ccc2nonc2c1[N+](=O)[O-] | 31.2*
Cc1cc(OCc2ccccc2F)c2c3c(c(=O)oc2c1)CCCC3 | -6.1
COP(=S)(OC)SCN1C(=O)c2ccccc2C1=O | -17.8
CC1(C)Cc2c(sc3c2C(=O)NC(c2cccnc2)N3)CO1 (stereo not drawn) | -11.4
COc1ccc2nc(NC(=O)CCc3nc(C4=CCN(C)CC4)no3)sc2c1 | -5.0
O=c1[nH]c(=O)n(C2CCCCCC2)c(O)c1C=NC1CCN(Cc2ccccc2)CC1 | -123.2
COc1ccc(OCC(=O)N2CCN(CC3CC4C=CC3C4)CC2)cc1 (stereo not drawn) | -5.7
C=CCn1c(O)c(C(C)=NCc2cccnc2)c(=O)[nH]c1=O | -5.2
CC(N)Cc1c[nH]c2ccc(OCc3cccs3)cc12 (stereo not drawn) | -1.4
CC1(C)C(C(=O)NCc2ccco2)C1(C)C | -3.8
CCCCc1nc2ccccc2c(=O)n1-c1ccc(C)cc1 | -9.4
O=[N+]([O-])c1nn2cccnc2c1[N+](=O)[O-] | -4.1

# The results go on:
structure | 14-3-3 PPI
O=C(CCC(=O)N1CCC2(CC1)OCCO2)Nc1nnc(C(F)(F)F)s1 | -2.1
COc1ccccc1N1CCN(Cc2cccc(OC)c2O)CC1 | -6.9
O=[N+]([O-])c1ccc(N2CCCC2)c2nonc12 | 199.7*
N#Cc1c(N=CC2C(=O)NC(=S)NC2=O)sc2c1CCCC2 | -129.2
O=P(C(c1ccc2c(c1)OCO2)N1CCOCC1)(N1CCOCC1)N1CCOCC1 (stereo not drawn) | -14.9
CC1(C)C2([N+](=O)[O-])CNCC1([N+](=O)[O-])CNC2 | 9.9
CCOC(=O)C1CCN(C(C)C(=O)c2c(C)[nH]c3cc(C)ccc23)CC1 (stereo not drawn) | -1.9
O=C(O)CN1C(=O)CN=C(c2ccccc2)c2cc(Cl)ccc21 | -8.7
CC(=NCCO)c1c(O)n(C)c(=O)n(C)c1=O | -3.6
CCCCc1ncc(CNCCc2c(C)[nH]c3ccc(OC)cc23)[nH]1 | -10.6
N=c1sc2c(n1Cc1ccccc1)CCCC2 | -4.9
O=C1CN=C(c2ccccc2)c2oc3ccc(Br)cc3c2N1 | -4.3&1.8

# Following part:
structure | 14-3-3 PPI
C[C@]12CCC(=O)C=C1CC[C@@H]1[C@@H]2CC[C@]2(C)C(=O)CC[C@@H]12 | 1.2&-6.8
NC(=O)C1(N2CCCCC2)CCN(Cc2ccccc2)CC1 | 4.5
Cc1nonc1-c1nc(-c2nonc2N)n[nH]1 | 0.9
CNCCc1ccc(O)c(O)c1 | -3.3
CCCCOC(=O)C1=C(N)OC2=C(C(=O)CCC2)[C@]12C(=O)N(C)c1ccccc12 | -3.2
Cc1cc(OCc2nn[nH]n2)c2c3c(c(=O)oc2c1)CCCC3 | -5.9
CCN1CCN(c2ncnc3ccc(Br)cc23)CC1 | -8.7
C=CP(=O)(O)c1ccccc1 | -11.2
O=C(CNC(=O)c1ccccc1)Nc1ccc(Br)cc1C(=O)c1ccccc1 | -6.1
CCC(CNC)([N+](=O)[O-])[N+](=O)[O-] | -6.1
CN1C(=O)CCS(=O)(=O)C1c1ccc(Cl)cc1 (stereo not drawn) | -11.7
CC1N=C(c2ccccc2)c2ccccc2N(CC(=O)Nc2cccc(Cl)c2)C1=O (stereo not drawn) | -9.3

# Next part:
structure | 14-3-3 PPI
CC(=NCCO)c1c(O)n(C2CCCCC2)c(=O)[nH]c1=O | -9.9
C=CCN1CCc2cccc3c2[C@H]1Cc1ccc(O)c(O)c1-3 | 0.9
C=CCn1c(O)c(C(C)=Nc2ccc(NC(C)=O)cc2)c(=O)[nH]c1=O | -5.2
COc1ccc(CNCCc2ccc(F)cc2)c(OC)c1C | 2.6
CC1(c2ccccc2)NCCN2C(=O)CSC21 (stereo not drawn) | -2.4
O=C(Cc1ccccc1)OCCN1CCCCC1 | 0.7
COc1cc2c(cc1OC)-c1c(OC)c(OC)cc3c1C(C2)N(C)CC3 (stereo not drawn) | -3.8
CCCN(CCC)[C@@H]1CCc2cccc(O)c2C1 | -6.4
COc1ccc(CNCCc2cccc(F)c2)c(OC)c1OC | -6.8
CC1(C)N(O)C2CCCCC2N1O (stereo not drawn) | -2.0
[O-][n+]1onc2c1CCC1N(O)CCC21O (stereo not drawn) | -9.1
O=C(CSc1nc(C(F)(F)F)cc(=O)[nH]1)Nc1ccc(Cl)cc1C(=O)c1ccccc1 | 1.4

# (further entries)
structure | 14-3-3 PPI
CCc1cccc(NC(=O)CN2C(=O)CN=C(c3ccccc3Cl)c3cc(Cl)ccc32)c1 | -11.3
C=CCn1c(O)c(C(C)=NCCCO)c(=O)[nH]c1=O | -8.3
Oc1ccc2c3c1O[C@H]1c4[nH]c5c(c4C[C@@]4(O)[C@@H](C2)N(CC2CC2)CC[C@]314)C[C@@]1(O)[C@H]2Cc3ccc(O)c4c3[C@@]1(CCN2CC1CC1)[C@H]5O4 | -9.7
COc1ccccc1-n1c(C=Cc2ccc(Cl)cc2)nc2ccccc2c1=O | 9.8
COc1cc(C[C@@H](C)N)c(OC)cc1I | -3.3
CN1C(=O)C(Cc2ccccc2[N+](=O)[O-])C(=O)N(C)C1=O | -3.5
COc1ccc2[nH]cc(CCN=C(N)N)c2c1 | 1.9
CCOC(=O)C1C2NC(=S)N(CCc3ccc(OC)c(OC)c3)C1(C)Oc1c(OC)cccc12 (stereo not drawn) | 2.2
O=C(c1ccco1)C12CN3CN(CN(C3)C1)C2 | 4.3
O=C(CN1C(=O)CN=C(c2ccccc2)c2ccccc21)NCc1ccco1 | 3.1&8.5
CC(C)(CNc1ccc([N+](=O)[O-])c2cccnc12)CNS(=O)(=O)c1ccc(Br)cc1 | 5.7
Cc1cccc(N2CCNCC2C)c1 (stereo not drawn) | -1.5

# Next section:
structure | 14-3-3 PPI
Cc1ccc2c(c1)CC1(CN2C)C(=O)NC(=O)N(c2ccc(C)c(C)c2)C1=O (stereo not drawn) | -7.4
Cc1nc(SCCS(=O)(=O)F)c2cnn(-c3ccccc3)c2n1 | -5.1
CN1C(=O)C(C2c3ccccc3C(=O)N2Cc2ccccc2)C(=O)N(C)C1=O (stereo not drawn) | -9.5
COc1cccc(-n2nc(C(=O)N3CCC4(CC3)OCCO4)c3ccccc3c2=O)c1 | -5.9
CN=C(SCc1cc2c(cc1Cl)OCO2)c1c(O)n(C)c(=O)n(C)c1=O | -3.6
CCCCn1c(O)c(C(C)=NCCCN(CC)CC)c(=O)[nH]c1=O | -4.4
COc1ccc(CCNCc2cccc(Cl)c2)cc1OC | -4.9
COc1cc(NC(=O)CN2C(=O)C(C)N=C(c3ccccc3)c3ccccc32)cc(OC)c1 (stereo not drawn) | -0.1
COc1ccc(-n2c(C=Cc3ccccc3F)nc3ccccc3c2=O)cc1Cl | -28.6
CCN(CC)S(=O)(=O)c1cc(C(=O)Oc2cccc3cccnc23)ccc1Br | -0.4
CC1CCCCN1C(=O)c1ccc(N2CC3CC(C2)c2cccc(=O)n2C3)c([N+](=O)[O-])c1 (stereo not drawn) | -3.1
Cn1c(O)c(C(=O)c2ccccc2Cl)c(=O)n(C)c1=O | -7.5

# Continued.
structure | 14-3-3 PPI
C[C@]12CC[C@H]3[C@@H](CCC4C[C@H](O)CC[C@@]43C)[C@@H]1CC[C@@H]2O (stereo partly drawn) | -5.7
C=CCOC(=O)C1C2NC(=S)N(c3cccc(C)c3)C1(C)Oc1c(OC)cccc12 (stereo not drawn) | 2.4
O=c1[nH]c(=O)n(Cc2ccc(F)cc2)c(O)c1C=NCc1cccnc1 | -0.7
NC1=C(C(=O)OCc2ccccc2)C2(C(=O)Nc3ccc(Br)cc32)C2=C(CCCC2=O)O1 (stereo not drawn) | 4.1
Fc1ccccc1CCNCc1ccc2c(c1)OCO2 | 3.6
CC1=C(C(=O)OC(C)(C)C)C2(C(=O)Nc3ccccc32)C(C(=O)OC(C)C)=C(N)O1 (stereo not drawn) | -3.2
CCC(=Nc1ccc2c(c1)CCC2)c1c(O)n(C2CCCCC2)c(=O)[nH]c1=O | -9.4
COc1ccc(C(=O)N2CCCC2=O)cc1 | 2.8&6.2&-4.7
Cc1oc(-c2ccccc2F)nc1CS(=O)CC(=O)N1CCC2(CC1)OCCO2 (stereo not drawn) | 10.0
O=C(c1cc(S(=O)(=O)N2CCOCC2)ccc1F)N1CCC2(CC1)OCCO2 | -5.1
COc1ccc2c(c1)CC1(CN2C)C(=O)NC(=O)N(CCc2ccccc2)C1=O (stereo not drawn) | -11.1
NC(N)=NOCC[C@H](N)C(=O)O | -6.8

# 4 consecutive records out of the list so far, for reference:
structure | 14-3-3 PPI
C[C@]12CC[C@H]3[C@@H](CCC4C[C@H](O)CC[C@@]43C)[C@@H]1CC[C@@H]2O (stereo partly drawn) | -5.7
C=CCOC(=O)C1C2NC(=S)N(c3cccc(C)c3)C1(C)Oc1c(OC)cccc12 (stereo not drawn) | 2.4
O=c1[nH]c(=O)n(Cc2ccc(F)cc2)c(O)c1C=NCc1cccnc1 | -0.7
NC1=C(C(=O)OCc2ccccc2)C2(C(=O)Nc3ccc(Br)cc32)C2=C(CCCC2=O)O1 (stereo not drawn) | 4.1

# (list continues)
structure | 14-3-3 PPI
Cc1ccc2c(c1)N(CCC(=O)N1CCC3(CC1)OCCO3)C(=O)CO2 | 9.2
CCC(=O)c1cn(Cc2ccccc2C#N)c2ccccc12 | -4.8
Oc1ccc(Br)cc1CN1CCN(Cc2ccccc2F)CC1 | -1.6
COc1ccc(C=Cc2nc3ccccc3c(=O)n2-c2ccc(Cl)cc2C)cc1 | 3.8
Nc1c([N+](=O)[O-])ccc2nonc12 | -10.8
CSC(=Nc1ccccc1)c1c(O)n(C)c(=O)n(C)c1=O | -5.2
CCOC(=O)N(c1ccccc1)P1(=S)OCC(C)O1 (stereo not drawn) | 0.2
Cn1c(O)c(C=NCCOc2ccc(Cl)cc2)c(=O)n(C)c1=O | 2.1
CCC(C)C1N=C(c2ccccc2Cl)c2cc(Cl)ccc2N(CC(=O)NCC2CCCO2)C1=O (stereo not drawn) | -6.3
CCCCn1c(=O)c(C(=O)NCc2ccccc2)c(O)c2ccccc21 | 1.3
CCc1ccc(CNCCc2ccc(OC)c(OC)c2)cc1 | -4.8
CCOc1ccc(C(=O)Nc2ccc(Cl)cc2C(=O)c2ccccc2)cc1 | -10.5

# Next structures:
structure | 14-3-3 PPI
Cc1cccc(-n2c(-c3ccco3)nc3ccccc3c2=O)n1 | 3.6
C#CC(C)(C)NC1(c2nnnn2-c2c(C)cccc2C)CCCCC1 | -6.0
CCCCOCCCn1c(N)c(C(=O)OC(C)COC)c2nc3ccccc3nc21 (stereo not drawn) | -0.9
CN1CCC(N(C)c2nc(-c3ccc([N+](=O)[O-])cc3)nc3ccccc23)CC1 | 0.2
c1cncc(CNC2CCCCC2)c1 | -2.5
CN(C)CP(=O)(O)CN(C)C=O | -4.8
O=[N+]([O-])c1ccc(N2CCCNCC2)c2ncccc12 | -2.7
S=C(c1ccc(Cl)cc1)N1CCOCC1 | -6.3&3.9
CCOC(=O)c1[nH]c(C)c(C(=O)N2CCC3(CC2)OCCO3)c1C | -5.1
O=c1c2ccccc2nc(C=Cc2ccccc2F)n1-c1ccc(I)cc1 | 5.9
O=c1[nH]nc(SCCF)c(=O)[nH]1 | -8.1
CC12CCC(O)CC1=CCC1C2CCC2(C)C(O)C(=Cc3ccc(OC(F)F)cc3)CC12 (stereo not drawn) | 1.4

# Additional entries.
structure | 14-3-3 PPI
COc1ccc(OCC(=O)N2CCN(Cc3ccc(SC)cc3)CC2)cc1 | -9.2
Cc1cccc(NP(=O)(Oc2ccccc2F)Oc2ccccc2F)c1 | -4.3
O=C1CC(=O)N(c2ccc(Cl)cc2)C(=S)N1 | -69.0
O=C1NC(=O)C(C2c3c([nH]c(=O)[nH]c3=O)Oc3ccc4ccccc4c32)C(=O)N1 (stereo not drawn) | 7.8
CCOC(=O)CC1=C(C(=O)OCC)C2(C(=O)Nc3ccccc32)C(C(=O)OC)=C(N)O1 (stereo not drawn) | -0.1
Cc1ccc(-n2c(C=Cc3ccccc3F)nc3ccccc3c2=O)cc1 | -2.6
CCCCCCC(N)CC(=O)O (stereo not drawn) | -6.3
c1ccc2c(c1)CNc1ccccc1O2 | -5.5
C=CCOC(=O)C1C2NC(=S)N(c3ccccc3)C1(C)Oc1c(OCC)cccc12 (stereo not drawn) | -1.2
C=C(C)CSc1nnc([C@@H](N)Cc2c[nH]c3ccccc23)o1 | -4.4
CCOC(=O)C1C2NC(=S)N(c3cccc(F)c3)C1(C)Oc1c(OC)cccc12 (stereo not drawn) | 0.0
CCOC(=O)c1ccc(N2C(=O)CC(N3CCC(C#N)(c4ccccc4)CC3)C2=O)cc1 (stereo not drawn) | 6.4

# (continued)
structure | 14-3-3 PPI
CN(C)P(=O)(C(Cl)=C(N1CCCCC1)N1CCCCC1)N(C)C | -2.2
CC(=O)C1=C(C)OC(N)=C(C(=O)OCc2ccccc2)C12C(=O)Nc1ccccc12 (stereo not drawn) | 2.7
CC(C)N1CCN(Cc2cccn2C)CC1 | -14.7
Cc1ccc(C(=O)Nc2ccccc2)cc1S(=O)(=O)N1CCCC1 | -5.7

# Screening data from PubChem.

# A portion of the library; rates above refer to the full screens.
